# Source: PubChem BioAssay (University of Kansas High Throughput Screening Laboratory)
# Pf apPOL inh: Pf-apPOL DNA polymerase inhibition; Recombinant Pf-apPOL, molecular beacon fluorescence, 1.5 h; inhibition, % at 10 µM; 0.25% of 210,000 active
# mHTT-CaM PPI inh: disrupts binding of mutant huntingtin to calmodulin; inhibition, % at 15 µM; 3.6% of 190,000 active; AID 1671202; P42858; AlphaScreen His-mHTT/GST-CaM binding, luminescence;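 note: 0% = both proteins with DMSO and 100% = one protein alone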
# Target sequence (P42858 whole entry, looked up, stated change not applied): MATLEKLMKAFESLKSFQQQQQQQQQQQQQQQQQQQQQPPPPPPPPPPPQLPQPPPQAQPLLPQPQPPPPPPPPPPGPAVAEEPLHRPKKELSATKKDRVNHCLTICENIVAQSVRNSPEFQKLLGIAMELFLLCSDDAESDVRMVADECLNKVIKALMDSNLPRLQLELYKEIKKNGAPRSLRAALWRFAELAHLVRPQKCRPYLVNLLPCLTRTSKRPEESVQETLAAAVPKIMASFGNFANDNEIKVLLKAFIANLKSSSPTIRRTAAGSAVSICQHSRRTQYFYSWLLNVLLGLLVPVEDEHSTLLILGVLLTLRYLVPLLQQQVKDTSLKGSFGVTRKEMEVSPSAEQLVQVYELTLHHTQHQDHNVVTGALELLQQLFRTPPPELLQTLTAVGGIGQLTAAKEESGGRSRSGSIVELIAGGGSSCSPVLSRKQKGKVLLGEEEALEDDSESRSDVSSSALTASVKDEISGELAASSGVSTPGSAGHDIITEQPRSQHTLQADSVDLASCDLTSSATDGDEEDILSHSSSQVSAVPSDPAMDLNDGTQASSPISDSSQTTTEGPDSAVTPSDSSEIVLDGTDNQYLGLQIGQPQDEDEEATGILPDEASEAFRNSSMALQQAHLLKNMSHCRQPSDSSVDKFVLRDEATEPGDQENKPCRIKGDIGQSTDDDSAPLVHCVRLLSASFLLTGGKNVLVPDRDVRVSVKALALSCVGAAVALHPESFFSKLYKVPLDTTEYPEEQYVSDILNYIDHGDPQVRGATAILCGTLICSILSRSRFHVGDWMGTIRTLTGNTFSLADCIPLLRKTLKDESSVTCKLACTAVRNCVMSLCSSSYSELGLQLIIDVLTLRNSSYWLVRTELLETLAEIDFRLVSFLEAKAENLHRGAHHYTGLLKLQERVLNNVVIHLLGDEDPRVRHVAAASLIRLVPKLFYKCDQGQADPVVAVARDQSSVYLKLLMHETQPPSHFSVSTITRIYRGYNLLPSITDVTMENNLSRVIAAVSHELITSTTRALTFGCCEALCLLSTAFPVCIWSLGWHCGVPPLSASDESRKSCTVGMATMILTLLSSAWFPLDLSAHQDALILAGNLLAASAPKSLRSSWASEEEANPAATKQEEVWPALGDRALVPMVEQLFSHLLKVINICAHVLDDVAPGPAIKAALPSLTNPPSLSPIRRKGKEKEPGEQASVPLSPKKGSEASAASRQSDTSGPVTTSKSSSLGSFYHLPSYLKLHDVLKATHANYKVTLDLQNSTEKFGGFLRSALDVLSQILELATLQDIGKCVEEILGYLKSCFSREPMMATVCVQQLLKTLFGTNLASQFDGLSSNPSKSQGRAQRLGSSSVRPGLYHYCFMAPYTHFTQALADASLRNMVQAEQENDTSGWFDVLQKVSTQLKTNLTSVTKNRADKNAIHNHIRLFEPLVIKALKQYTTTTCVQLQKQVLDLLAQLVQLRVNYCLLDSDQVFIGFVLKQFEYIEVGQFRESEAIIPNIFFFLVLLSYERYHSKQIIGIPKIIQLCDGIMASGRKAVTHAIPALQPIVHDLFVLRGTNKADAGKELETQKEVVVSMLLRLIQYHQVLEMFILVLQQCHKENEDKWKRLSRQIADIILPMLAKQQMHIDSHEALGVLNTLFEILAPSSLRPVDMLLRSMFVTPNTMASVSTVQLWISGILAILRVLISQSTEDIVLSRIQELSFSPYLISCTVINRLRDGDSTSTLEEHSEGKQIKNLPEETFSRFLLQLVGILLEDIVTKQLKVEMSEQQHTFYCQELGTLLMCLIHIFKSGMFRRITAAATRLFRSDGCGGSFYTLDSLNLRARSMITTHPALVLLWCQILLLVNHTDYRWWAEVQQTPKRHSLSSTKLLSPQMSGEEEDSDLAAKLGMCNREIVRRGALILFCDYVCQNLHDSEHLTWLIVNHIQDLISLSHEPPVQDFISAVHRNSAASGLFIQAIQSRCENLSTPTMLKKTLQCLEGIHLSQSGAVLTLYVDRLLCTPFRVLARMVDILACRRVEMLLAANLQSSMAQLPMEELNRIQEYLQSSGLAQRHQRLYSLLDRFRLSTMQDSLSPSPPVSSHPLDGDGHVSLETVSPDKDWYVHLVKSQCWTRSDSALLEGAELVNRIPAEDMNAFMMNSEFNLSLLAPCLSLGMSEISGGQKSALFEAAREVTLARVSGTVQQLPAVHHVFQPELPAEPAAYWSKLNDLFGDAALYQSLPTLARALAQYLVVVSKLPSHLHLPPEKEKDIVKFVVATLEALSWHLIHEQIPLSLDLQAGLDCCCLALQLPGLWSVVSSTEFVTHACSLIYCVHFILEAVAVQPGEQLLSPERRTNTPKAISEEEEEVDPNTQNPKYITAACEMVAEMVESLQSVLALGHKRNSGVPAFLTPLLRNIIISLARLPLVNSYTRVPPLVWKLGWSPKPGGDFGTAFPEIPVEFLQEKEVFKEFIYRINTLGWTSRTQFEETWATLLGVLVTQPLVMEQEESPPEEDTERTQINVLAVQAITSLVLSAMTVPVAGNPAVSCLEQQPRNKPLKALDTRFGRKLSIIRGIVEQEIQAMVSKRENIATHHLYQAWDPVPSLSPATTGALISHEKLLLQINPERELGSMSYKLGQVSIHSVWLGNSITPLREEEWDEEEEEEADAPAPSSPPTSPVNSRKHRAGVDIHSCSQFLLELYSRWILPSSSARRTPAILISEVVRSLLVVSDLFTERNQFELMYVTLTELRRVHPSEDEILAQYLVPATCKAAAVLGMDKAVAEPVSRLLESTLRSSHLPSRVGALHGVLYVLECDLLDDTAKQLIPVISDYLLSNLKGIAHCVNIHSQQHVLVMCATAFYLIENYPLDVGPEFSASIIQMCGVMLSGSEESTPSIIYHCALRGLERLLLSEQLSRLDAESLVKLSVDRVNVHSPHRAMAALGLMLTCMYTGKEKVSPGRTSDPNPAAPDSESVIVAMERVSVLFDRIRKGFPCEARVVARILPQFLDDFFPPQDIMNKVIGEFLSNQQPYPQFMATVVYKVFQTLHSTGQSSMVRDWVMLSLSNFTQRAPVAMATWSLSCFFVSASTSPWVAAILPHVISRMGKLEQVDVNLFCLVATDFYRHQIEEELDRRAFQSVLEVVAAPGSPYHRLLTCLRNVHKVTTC
# Active calls of the source: *; i = inactive; · = not tested or not shown; & = joins results of further samples. Cut-off read from the data, not from the text of the source: active = inhibition above about 50%; inactive = the rest.
Molecule	Pf apPOL inh	mHTT-CaM PPI inh
CC1CCC(C(C)C)C(OCC(O)CN2CCCCC2)C1 (stereo not drawn)	-6	-2
Cc1ccc(-c2nc3ncccc3o2)cc1NC(=O)c1ccc(Br)o1	-1	21
Cc1ccc(C)c(Nc2ncnc3c2nc2n3CCCC2)c1	-3	-6
CC(=O)N1CCc2cc(N3CC(C(=O)Nc4cc(C)ccc4C)CC3=O)ccc21 (stereo not drawn)	-4	0
CCOC(=O)c1ccc(N2CCOCC2)c(N=Cc2cc(Cl)cc(Cl)c2O)c1	-2&11	·
COc1cccc(S(=O)(=O)N2CCOCC2)c1	-3	-7
COc1cc(NC(=O)c2ccoc2C)c(OC)cc1Cl	0&3	5&2
Cn1cc(CC(=O)N2CCN(c3ccccc3F)CC2)c2ccccc21	-14	17
CCOC(=O)CCC(=O)NCCC1CCCCN1S(=O)(=O)c1ccc(C)cc1 (stereo not drawn)	-2	-4
CCn1c(C)nc2cc(S(=O)(=O)N3CCCC3)ccc21	4	-2
Cc1cccc(-c2noc(CN3C(=O)COc4cc(C)ccc43)n2)c1	-2	-2
CSc1nc2ccccc2s1	-9	·
C1=Nc2ccccc2-c2ccccc2N1	-3	2
O=C(N(c1ccc(F)cc1)C1C=CS(=O)(=O)C1)C12CC3CC(CC(C3)C1)C2 (stereo not drawn)	4	-1
CCOc1ccc(C(=O)Nc2cc3nn(-c4ccc(OC)cc4)nc3cc2C)cc1[N+](=O)[O-]	-1&-3	0&2
Cn1cc(-c2ccncc2)cc1C(=O)NCc1cc(F)cc(F)c1	-1	22
CN(C)C(=O)c1ccc2c(c1)n(Cc1cccc(F)c1)c(=O)c1ccnn12	-3	-5
Nc1cc(-c2ccccc2)nn1Cc1cccc(Cl)c1	-3	20
CCOc1ccc(C(=O)Nc2cc(-c3nc4ncccc4o3)ccc2C)cc1	5&-2	1&42
Cc1ccc(NC(=O)Cc2ccc(Cl)cc2)c(Br)c1	-3	-4
C=CCSc1nc2sc3c(c2c(=O)[nH]1)CCC3	-1	2
Clc1ccc(-c2cn3cccnc3n2)cc1	-7	-6
Cc1nn(Cc2ccccc2)c(C)c1NC(=O)CCC(=O)O	1	-3
COc1ccc(OCc2noc(CNS(=O)(=O)c3ccc4c(c3)CCCC4)n2)cc1	-5	-2
COc1ccc(C)cc1NC(=O)c1c(C)c(C)c(C)c(C)c1C	1	2
Cc1cc(C2(c3ccc(O)c(C)c3)C(=O)N(C)c3ccc(Br)cc32)ccc1O	-6	87*
CC(NC(=O)CC1CCN(C(=O)c2ccccc2Cl)CC1)c1ccc2c(c1)OCCO2 (stereo not drawn)	-6	15
CC(=O)CC[C@H]1CC[C@]2(CCCN(C(=O)C3CCCC3)C2)O1	-4	-17
CC(C)CC(=O)NC(C)c1nc(-c2cccc(Cl)c2)no1 (stereo not drawn)	2	-11
Cc1ccc(C(=O)N2CCCC(Nc3ncnc4c3CCC4)C2)cn1 (stereo not drawn)	2	-13
CC(C)N1C(=O)C(C)(C(=O)Nc2cccc(F)c2)Oc2cccnc21 (stereo not drawn)	-1	-6
CC(NC(=O)c1ccc([N+](=O)[O-])o1)c1ccccc1 (stereo not drawn)	2	-2
CN1CCN(CCNC(=O)C2CCc3sc(C(=O)N4CCCC4)cc3C2)CC1 (stereo not drawn)	-3	1
CCN(CC)Cc1c(O)ccc2c(-c3cc4cc(Cl)ccc4oc3=O)cc(=O)oc12	-4	17
C=CCn1c(SCC(O)CO)nc2c1c(=O)[nH]c(=O)n2C (stereo not drawn)	-6	1
Cc1ccc(N2CCC(NC(=O)c3ccc4nc[nH]c4c3)C2=O)cc1 (stereo not drawn)	-2	-1
CC(C)C(=O)N1CCCC(COc2ccc(C(=O)N3CCCC3)cc2)C1 (stereo not drawn)	9	3
CC1CCN(C(=O)c2cnn3ccc(C4CCN(C(=O)NCc5ccco5)CC4)cc23)CC1	1	21
Cc1noc(C)c1C(=O)N1CCCC1c1ccccc1Cl (stereo not drawn)	-3	7
O=C(c1cc(-c2ccccc2F)nc2cc(-c3ccccc3)nn12)N1CCOCC1	1	31
O=C(NCCCn1nc(-c2ccc(F)cc2)ccc1=O)c1ccc(Br)o1	-11	0
Cn1c(SCC(=O)N2CCc3ccccc32)nnc1-c1ccc(N)cc1	-2	8
CC(C)OCCCNC(=O)CN1C(=O)/C(=C/c2cccc(Cl)c2)Sc2ccccc21	0	9
O=[N+]([O-])c1ccsc1N1CCS(=NS(=O)(=O)c2ccc(Cl)cc2Cl)CC1	-10	·
Cc1ccc(CNC(=O)c2c(C)noc2-c2cccc(C(F)(F)F)c2)o1	-4	5
CCOc1ccccc1NC(=O)c1c(NCc2ccccn2)sc2c1CCCCC2	-22	73*
CC(C)NC(=O)N1CCNC(=O)CC1	-1	-1
Cc1cc(S(=O)(=O)NCC2(C)CCOCC2)ccc1F	0	-5
CCCc1cc(C2CCCN2C(=O)Nc2ccc3c(c2)OCO3)no1 (stereo not drawn)	2	4
COc1cccc(-c2nnc3n2N=C(c2cccc([N+](=O)[O-])c2)CS3)c1	-2	4
Cc1ccccc1OCC1CN(CN2CCOCC2)C(=O)O1 (stereo not drawn)	-6	-2
CN(C)c1nc2cc(C(=O)NC3CC3)sc2n1-c1ccccc1	0	0
CC(=NCc1ccccc1)C1=C(O)CCCC1=O	-6	-1
Cn1cc(CC(=O)Nc2ccc(CC(=O)NCC(F)(F)F)cc2)c2ccccc21	-9	-7
O=C(Cn1[nH]c2c(cnc3ccc(F)cc32)c1=O)Nc1cccc(C(F)(F)F)c1	4	16
O=C(Nc1nnc(Cc2ccccc2)o1)c1cnccn1	-11	34
O=C(Nc1nccn(-c2ccc(F)cc2)c1=O)c1ccccn1	-6	15
C=CCN(CC=C)C(=O)CCc1ccccc1	-6	-6
Cc1ccnc(N2CCCC(C(=O)NCCCN3CCCC3)C2)n1 (stereo not drawn)	2	-2
Cc1ncc(NC(=O)C2CCCCC2)cn1	-4	-2

# The listing continues.
Molecule	Pf apPOL inh	mHTT-CaM PPI inh
Cc1cc(C)c(C)c(OCC(=O)N2CCN(c3ccc([N+](=O)[O-])cc3)CC2)c1	2	0
CCC(=O)NCc1nc2c(n1C)CN(S(=O)(=O)c1ccccc1Br)CC2	0	11
C=CCOc1ccc(/C=c2\sc3nc(-c4cccnc4)nn3c2=O)cc1	-3	18
CN1CCN(CCC2CCCCN2C(=O)c2ccccc2)CC1 (stereo not drawn)	-5	2
Cn1c(Sc2ncc(C#N)c(N)n2)nnc1-c1ccncc1	-13	·
CCOC(=O)N1CCN(Cc2ccccc2[N+](=O)[O-])CC1	24	-4
CC(=O)c1cccc(NC(=O)C2CC2(c2ccccc2)c2ccccc2)c1 (stereo not drawn)	-6	-4
COc1ccc(NC(=O)CN(c2ccc(C)cc2C)S(C)(=O)=O)cc1OC	-13	3
Brc1ccc2sc3ccccc3c2c1	·	-29
CC(=O)c1cccc(NC(=O)c2ccc(C)cc2)c1	-2	-4
Cc1cc(NC(=O)COc2ccc([N+](=O)[O-])cc2)ccc1Br	-16	1
Cc1nc(-c2ccccc2)sc1C(=O)ON=C(N)c1ccc([N+](=O)[O-])o1	12	·
Cc1ccccc1C(=O)N1CCCC(COc2cccc(C(=O)N3CCCC3)c2)C1 (stereo not drawn)	-5	2
COc1ccc(/C=C2/C=C(c3ccc(Br)cc3)OC2=O)cc1C	1	9
O=C(Nc1ccc(Cl)cc1F)C1CCCN(C(=O)Cc2cccc3ccccc23)C1 (stereo not drawn)	-3	10
Cc1cccc(C)c1OCc1noc(-c2cccc(F)c2)n1	0	-33
O=C(NCc1cccc(Cl)c1)c1nc(-c2nc(-c3ccncc3)no2)cs1	-15	0
CSc1c(C(=O)Nc2cccc(C)c2)ccc2c1C(=O)c1ccccc1C2=O	-3	20
C(=C\c1ccccc1)/CSc1nnc(-c2cccnc2)o1	-4&-13	7&-10
CCCn1c(=O)c(N2CCN(C(=O)c3ccc(C)c(F)c3)CC2)nc2ccccc21	-4	-12
Cc1cccc(-n2ncc3c(NCc4cccnc4)ncnc32)c1	2&0	-9&15
C(=N\n1cnnc1)/c1ccco1	·	i
O=C1CC(Sc2nnc(-c3ccccc3)o2)C(=O)N1c1ccccc1 (stereo not drawn)	-5	9
Cc1ccc2oc(-c3ccc(N=Cc4cc([N+](=O)[O-])cc([N+](=O)[O-])c4O)cc3)nc2c1	2	11
Cc1ncc2c(n1)CCN(C(=O)c1ccc(Br)cc1)C2	9	-5
CCOCCCN1CC(C(=O)NCCc2ccccc2)CC1=O (stereo not drawn)	-3	-8
Cc1cc(C(F)(F)F)c(C#N)c(SCC(=O)Nc2ccccc2)n1	2	-7
COc1cc(NC(=O)C(Cl)Cl)cc(OC)c1	-8	3
COc1ccc(C2=NN3C(C2)c2cccc(OC)c2OC3c2cc(OC)c(OC)c(OC)c2)cc1 (stereo not drawn)	-16	10
CC(=O)N1C(=O)C(=O)c2cc(C)ccc21	0	4

# Given as labelled records: entries from further up
canonical_smiles: C=CCOc1ccc(/C=c2\sc3nc(-c4cccnc4)nn3c2=O)cc1
  Pf apPOL inh: -3
  mHTT-CaM PPI inh: 18
canonical_smiles: CN1CCN(CCC2CCCCN2C(=O)c2ccccc2)CC1 (stereo not drawn)
  Pf apPOL inh: -5
  mHTT-CaM PPI inh: 2
canonical_smiles: Cn1c(Sc2ncc(C#N)c(N)n2)nnc1-c1ccncc1
  Pf apPOL inh: -13
  mHTT-CaM PPI inh: ·
canonical_smiles: CCOC(=O)N1CCN(Cc2ccccc2[N+](=O)[O-])CC1
  Pf apPOL inh: 24
  mHTT-CaM PPI inh: -4

# Ordered by SMILES length (high to low): three of the compounds above
Molecule	Pf apPOL inh	mHTT-CaM PPI inh
Cc1ccc(N2CCC(NC(=O)c3ccc4nc[nH]c4c3)C2=O)cc1 (stereo not drawn)	-2	-1
CN1CCN(CCC2CCCCN2C(=O)c2ccccc2)CC1 (stereo not drawn)	-5	2
Cc1ncc(NC(=O)C2CCCCC2)cn1	-4	-2

# Carrying on.
Molecule	Pf apPOL inh	mHTT-CaM PPI inh
CCc1nc(C2CCCN(C(=O)c3ccc4c(c3)OCO4)C2)n[nH]1 (stereo not drawn)	12	3
COC[C@@H]1CCCN1c1ccc2c(c1)O[C@@H](COCc1ccccc1)CN([C@H](C)c1ccccc1)S2(=O)=O	-7	1
Cc1onc(-c2c(Cl)cccc2Cl)c1-c1csc(CCn2c(=O)oc3ccccc32)n1	-3	·
CSc1ccccc1NC(=O)c1cc([N+](=O)[O-])nn1Cc1ccccc1	2	9
Cc1ccc2c(NCc3ccc(Cl)cc3)c(-c3nc(C)no3)cnc2n1	-49	42
CC(C)(C)NC(=O)c1ccccc1NC(=O)c1ccccc1Br	-8	-3
Cc1cc(/C=C2/SC(=O)NC2=O)c(C)n1-c1cccnc1	3	13
Cn1c(N2CCC(C(=O)N3CCCCCC3)CC2)cc(=O)n(C)c1=O	0	37
COc1ccc(S(=O)(=O)Nc2ccccc2C)c2cccnc12	-2	0
CSc1ccc(-c2ncnn2-c2cccc(Cl)c2C)cc1	-1	6
O=C(NCCCN1CCc2ccccc2C1)c1ccc2c(c1)nc1n2CCCCC1	-1	7
O=C(c1cccs1)N1CCCCC1c1ccccn1 (stereo not drawn)	-8	·
O=C(Nc1ccc(N2CCN(c3ccccc3)C2=O)nc1)c1ccc(F)c(F)c1	-2	-5
C=CCNC(=O)Nc1nc(C(=O)OCC)cs1	-1	-12
Cc1cccc(C(=O)N2CCN(c3nnc4cccc(C)n34)CC2)c1	1	-6
COc1ccc(/C=C2\N=C(c3ccc(C(C)(C)C)cc3)OC2=O)cc1OC	-1	-2
Cc1cc(S(=O)(=O)N2CCC3(C2)C(=O)N(C)c2ccccc23)ccc1F (stereo not drawn)	1	46
Cc1ncc(CO)c2cc(C(=O)Nc3ccc(C(F)(F)F)cc3)c(=N)oc12	-3	7
COCCN1C(=O)Cc2ccccc2C1C(=O)N1CCN(c2cccc(C)c2)CC1 (stereo not drawn)	-6	24
CCCC(CCC)C(=O)Nc1ccc(-c2nnc(-c3ccco3)o2)cc1	3	1
O=C(CCc1ccc2cc[nH]c2c1)NCc1cc(F)cc(F)c1	0	-3
COc1ccc(OC)c(NC(=O)C2CCN(S(=O)(=O)c3ccc(F)cc3)CC2)c1	-5	8
COc1ccc2nc(C)c3c(c2c1)OC(C)C3 (stereo not drawn)	-1	1
O=C1S/C(=C\c2ccccc2)C(=O)N1CNc1ccccc1F	-9	43
CC(=O)Nc1ccc(S(=O)(=O)Nc2ccc(C)cn2)cc1	16	-3
CCn1cc2c3c(cccc31)CN(C(=O)NCc1cccc(F)c1)CC2	-3	17
Oc1ccc(C2Oc3ccccc3C3CC(c4cccs4)=NN32)cc1O (stereo not drawn)	-1	29
O=C(Cn1[nH]c2c(cnc3ccc(F)cc32)c1=O)Nc1ccccc1	4	-3
COCCCNC(=O)C1(C)CCC(=O)N1c1ccc(C(C)C)cc1 (stereo not drawn)	-1	-11
COc1ccc(C2CCCN2C(=O)Nc2ccccc2C)cc1 (stereo not drawn)	-6	-5
CC1(C)CC(=O)C2=C(C1)Nc1nc(SCc3ccccc3)nn1C2c1ccccc1 (stereo not drawn)	-5	-1
COc1cc2c(cc1NC(=O)c1c(-c3ccccc3)noc1C)oc1ccccc12	0	4
Cc1ccccc1CCNC(=O)c1ccc2c(c1)nc1n2CCC(C)C1 (stereo not drawn)	3	-4
